Compound activity from PubChem BioAssay.
MT1-MMP act inh: inhibitors of human MT1-MMP activation | P50281 | HT1080 RFP-PRO-GFP cells, GFP/RFP ratio fluorescence, overnight; percent of plate control window, DMSO zero | GFP/RFP ratio change, % at 20 µM | actives 0.061% (n = 360,000) | AID 651647;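 active = GFP/RFP ratio change of at least 30% with cell ATP level not reduced by more than half and red fluorescence within 50% of control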; also: strong numbers were not always called active
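Test system: HT1080 RFP-PRO-GFP cells; Benchmarks: DMSO and RFP-L50D-GFP cell wells; Timing: cells overnight before dosing, compound overnight, 37 °C, 5% CO2; Compound: one 20 µM compound dose with 1% DMSO; Read-out: GFP/RFP fluorescence ratio.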
Scp1 inh: inhibitors of human Scp-1 phosphatase; Recombinant Scp1, phosphopeptide, malachite green phosphate absorbance; Q9GZU7; inhibition, % at 20 µM; AID 493091; actives 0.88% (n = 340,000);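 active = inhibition above about 50% at 20 µM, limit read from the data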;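 also: plate controls were DMSO wells with enzyme for no effect and wells lacking enzyme for full effect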
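Incubation: 45 min enzyme reaction at room temperature / System: truncated SCP-1 phosphatase (76-261aa) / Reagent: Phospho 17-mer peptide substrate / Buffer or medium: Acidic Tris acetate buffer with magnesium and detergent / Signal: absorbance at 630 nm / Doses: one concentration, 20 µM, with 1.0% DMSO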
SUMO1 PPI mod: alters human SUMO1 binding to SIM partners; SUMO1 binding to a labelled peptide, TR-FRET, 1 h; AID 602429; actives 0.33% (n = 360,000); inhibition, % at 20 µM; P63165; in the data active = inhibition above about 37%
Rpn11 block: Rpn11 (human) deubiquitinase inhibition. O00487. human 26S proteasome, Ub4-pepOG fluorescence polarization; 20S core pre-blocked with epoxomicin. calls only at 20 µM. actives 0.59% (n = 360,000);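 active = inhibition at 20 µM, scaled to each plate's controls, above about 33%, limit read from the data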
Target sequence (O00487 whole entry, looked up): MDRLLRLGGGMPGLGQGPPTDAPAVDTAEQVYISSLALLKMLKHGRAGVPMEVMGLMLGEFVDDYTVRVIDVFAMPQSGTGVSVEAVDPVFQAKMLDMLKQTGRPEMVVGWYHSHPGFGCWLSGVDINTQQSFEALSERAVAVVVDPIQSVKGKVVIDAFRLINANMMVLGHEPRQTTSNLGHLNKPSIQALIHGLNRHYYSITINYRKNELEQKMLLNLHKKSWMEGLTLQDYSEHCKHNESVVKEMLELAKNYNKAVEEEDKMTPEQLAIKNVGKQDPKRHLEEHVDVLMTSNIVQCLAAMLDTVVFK
LMPTP block: LMPTP (human) inhibition; P24666; recombinant LMPTP-A, OMFP fluorogenic substrate, fluorescence intensity; inhibition, % at 20 µM; actives 0.22% (n = 360,000); AID 651560;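 active = compounds that cut the enzyme signal by at least half of the control window in the single-dose screen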;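 also: plate controls were DMSO wells with enzyme plus substrate for no effect and substrate without enzyme for full effect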
Target sequence (P24666 whole entry, looked up): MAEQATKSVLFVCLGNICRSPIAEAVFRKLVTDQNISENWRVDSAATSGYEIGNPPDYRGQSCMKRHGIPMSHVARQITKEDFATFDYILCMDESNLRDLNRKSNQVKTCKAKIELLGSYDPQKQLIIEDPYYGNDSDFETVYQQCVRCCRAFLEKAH
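material = LMPTP-A | quantity = 0.625 nM enzyme | reagent = OMFP substrate, 400 µM final | buffer or medium = Bis-Tris pH 6.0, DTT, detergent | detection = endpoint fluorescence intensity from OMFP dephosphorylation | dosing = single 20 µM dose | read-out basis = % inhibition relative to no-enzyme and uninhibited control wells | control set = no-enzyme and uninhibited controls | timing = 50 min at room temperature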
NadD inh: inhibitors of Staphylococcus aureus NadD. actives 0.78% (n = 360,000). purified NadD enzyme, colorimetric absorbance read-out. AID 602399. inhibition, % at 20 µM; in the data active = inhibition above about 26%; also: some compounds past the cut are filed as inactive
SKN-1 block: inhibitors of C. elegans SKN-1; AID 624304; inhibition, % at 21.8 µM; C. elegans VP596 Pgst-4::GFP/RFP ratio, acrylamide-induced, 24 h; actives 0.49% (n = 360,000);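 active = interference check ratio from 0.5 to 1.5 plus GFP to RFP signal ratio inhibition reaching or exceeding a fixed threshold, cut at about 30% in these data, passing the limit was not always enough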; also: some compounds called inactive have numbers as strong as hits
STEP block: blocks human striatal-enriched tyrosine phosphatase | P54829 | recombinant STEP, OMFP fluorogenic substrate, fluorescence | inhibition, % at 20 µM | actives 0.25% (n = 360,000);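 active = inhibition at 20 µM, scaled per plate between control wells, above about 37%, limit read from the data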;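 also: 0% = DMSO with enzyme and substrate and 100% = substrate only without enzyme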
Target sequence (P54829 whole entry, looked up): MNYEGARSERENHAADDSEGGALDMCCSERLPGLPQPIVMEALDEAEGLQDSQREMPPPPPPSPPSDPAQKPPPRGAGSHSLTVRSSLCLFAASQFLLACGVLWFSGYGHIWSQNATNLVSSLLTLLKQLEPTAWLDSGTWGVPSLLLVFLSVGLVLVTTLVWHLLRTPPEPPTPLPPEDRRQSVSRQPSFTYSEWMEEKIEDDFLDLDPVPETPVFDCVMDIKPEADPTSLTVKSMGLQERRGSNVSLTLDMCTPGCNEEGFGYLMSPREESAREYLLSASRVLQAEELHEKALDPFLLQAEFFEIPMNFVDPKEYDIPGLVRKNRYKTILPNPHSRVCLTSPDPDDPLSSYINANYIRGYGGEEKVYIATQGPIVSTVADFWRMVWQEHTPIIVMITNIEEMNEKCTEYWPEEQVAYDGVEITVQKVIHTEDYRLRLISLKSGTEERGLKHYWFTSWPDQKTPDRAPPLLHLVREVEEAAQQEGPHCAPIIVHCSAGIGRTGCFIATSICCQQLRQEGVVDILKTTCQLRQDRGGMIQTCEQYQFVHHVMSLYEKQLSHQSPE
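Material: STEP (striatal-enriched tyrosine phosphatase) enzyme, cell-free | Medium: 50 mM Bis-Tris pH 6.0 with 2.5 mM DTT and 0.005% Tween 20 | Read-out: Percent inhibition scaled to no-enzyme and uninhibited-enzyme controls, plate-pattern corrected | Signal: Fluorescence read at 480 nm ex / 540 nm em | Times: 20 min reaction, room temperature, in the dark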
DNMT1 inh: inhibitors of human DNMT1 | inhibition (reported as % activation of signal), % at 10 µM | actives 0.83% (n = 360,000) | DNMT1 molecular beacon, Hinp1I cleavage, fluorescence | P26358; in the data active = inhibition above about 50%
CendR NRP1 mod: NRP-1/CendR interaction modulation | O14786 | FAM-RPARPAR peptide binding to NRP-1, fluorescence polarization | inhibition, % at 25 µM | actives 0.85% (n = 360,000);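 active = inhibition or corrected inhibition above about 18%, plus a signal ratio from 0.5 to 1.5, limit read from the data, passing the limit was not always enough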; also: strong numbers were not always called active
Starred values were filed as active, the others as inactive; i = inactive; / = no result given.

SMILES	MT1-MMP act inh	Scp1 inh	SUMO1 PPI mod	Rpn11 block	LMPTP block	NadD inh	SKN-1 block	STEP block	DNMT1 inh	CendR NRP1 mod
Cc1ccc(/C=C/c2nnc(-c3cccs3)o2)cc1	/	0	-9	i	-0.6	1	19	-1	1	9
COC(=O)C1CCN(CC(=O)Nc2ccc3c(c2)OCCO3)CC1	2	9	3	i	-0.3	0	0	-3	1	3
O=C(CN1CCN(S(=O)(=O)c2ccccc2)CC1)N1CCCCC1	6	5	1	i	-1.6	-1	-1	0	1	-11
N=c1c(S(=O)(=O)c2ccccc2)cc2c(=O)n3ccccc3nc2n1C1CCCCC1	-11	-8	-1	i	1.9	3	19	1	-1	1
Cc1ccc(NC(=O)c2cc(-c3ccccc3)nn2-c2ccccc2)cc1	-6	-9	-2	i	3.4	-2	-7	2	3	-4
Cc1nn(-c2nc3ccccc3s2)c(C)c1Oc1ccccc1O	4	0	-1	i	4.6	-7	3	-2	-4	10
CC(C)(C)NS(=O)(=O)c1ccc(NC(=O)C2CCCCC2)cc1	2	7	-5	i	-1.1	2	1	0	0	13
CCOC(=O)c1ccc(NC(=O)COc2ccccc2CNC2CCCC2)cc1	2	-7	0	i	0.3	-9	0	-3	1	10
CC(C)CC(=O)NC(Nc1ccccc1F)C(Cl)(Cl)Cl (configuration not stated)	-4	-2	2	i	0.6	-6	6	-2	0	-5
O=C(NC1CCCC1)c1ccc(CN2CCOCC2)cc1	4	-1	5	i	-1.4	-3	-11	-5	6	4
C=CCn1c(Sc2ncc([N+](=O)[O-])s2)n[nH]c1=O	2	-10	-29	i	-1.2	-4	-4	6	7	11
CCc1ccc(N2CC(C(=O)N/N=C/c3ccccc3)CC2=O)cc1 (configuration not stated)	-3	-7	-6	i	-0.1	0	15	3	4	-9
O=C(CSc1ccc2nnc(CCNC(=O)c3ccccc3)n2n1)NCCc1ccccc1	-1	-8	-6	i	-0.9	-2	-1	0	-2	-4
C=CCN(CC=C)CCOc1ccc(C)cc1[N+](=O)[O-]	3	-4	-7	i	-0.2	1	3	-1	-1	-11
CC1=C(C(=O)OC(C)C)C(c2ccc(Cl)cc2)n2c(s/c(=C\c3ccc(OCC(=O)O)cc3)c2=O)=N1 (configuration not stated)	-6	56*	97*	/	12	18	-8	11	86*	-79
CC(C)N(C(=O)[C@H]1C[C@H](CC(=O)NCCC2=CCCCC2)C(=O)N2CCc3c([nH]c4cc(-c5ccco5)ccc34)[C@]12C)C(C)C	-9	1	2	i	4.2	19	6	1	-22	-16
COc1ccccc1Nc1nnc(SCC(=O)NC2CCCC2)s1	0	-1	1	i	0.2	-2	-3	2	3	3
Cc1ccc(O)c(NC(=O)c2cc(-c3ccccc3Cl)on2)c1	0	-10	-3	i	1.6	-8	6	-1	1	-3
COc1ccc(C(C)(C)C)cc1NC(=O)c1c(C)noc1C	0	-6	1	i	0.8	-85	6	1	0	10
CCC(C)(C)C(=O)Nc1cc([N+](=O)[O-])ccc1Cl	-1	-7	-3	i	0.9	-6	-3	-2	1	-6
O=C(NCc1ccncc1)c1ccc(NS(=O)(=O)c2ccccc2)cc1	2	-15	0	i	-0.1	2	-1	2	0	-8
CCC(CC)=NNc1cccc([N+](=O)[O-])c1	1	-7	-13	i	1.3	2	6	-1	-6	-11
Cn1c2ccccc2c(=O)c2ccc(C#Cc3ccc(N)cc3)cc21	-14	23	-13	/	4.9	51*	9	10	-9	-58
O=C(CCCN1C(=O)c2ccccc2C1=O)Nc1sc2c(c1C(=O)NCc1ccco1)CCC2	21	-2	-1	i	0.7	-7	2	-1	7	-12
O=C(CCCCCn1c(SCc2ccncc2)nc2ccccc2c1=O)NCc1ccco1	-3	56*	10	i	22	16	2	2	19	-24
CC(=O)NC(=O)Nc1sc(=S)n(C)c1C	/	-2	3	i	1.0	1	16	-1	2	-8
COc1ccccc1NC(C)=O	5	-3	1	i	-0.8	1	-6	4	4	3
COCCNC(=O)C1(C)Cc2c(-c3ccc(N(C)C)cc3)ccnc2O1 (configuration not stated)	-3	/	3	i	-1.7	-7	2	4	2	-4
O=C(c1ccccc1Cc1ccccc1)N1CCN(S(=O)(=O)c2ccccc2)CC1	-4	16	3	i	0.1	-2	-5	0	-1	10
Cc1ccccc1-n1c(SCC(=O)N/N=C/c2sccc2C)nc2ccccc2c1=O	4	-8	2	i	-1.1	-4	1	-4	3	1
Cc1nc2ccc(NC(=O)N3CCC(c4ccccc4)C3)cc2nc1C (configuration not stated)	1	-2	25	i	-1.4	4	1	0	-2	14
COc1cccc(S(=O)(=O)Nc2ccc(C(O)(C(F)(F)F)C(F)(F)F)cc2)c1	5	/	5	i	1.6	-8	7	-4	1	3
COc1cc(NCC(=O)Nc2cccc(S(=O)(=O)N3CCCCC3)c2)cc(OC)c1OC	2	36	-21	i	-0.3	6	17	0	-18	4
Cc1nnc(NC(=O)c2oc3c(ccc4ccccc43)c2C)s1	12	-5	3	i	-0.3	1	12	-1	-3	-6
CCOc1cc2c(cc1O)C(=NO)CC1C2CCC2(C)C(O)CCC12 (configuration not stated)	18	-5	2	i	0.1	-1	-1	2	-5	2
CCOC(=O)c1c(CN2CCN(c3ccccc3)CC2)oc2ccc(O)cc12	8	-6	1	i	-0.2	3	-8	2	-18	-4
COc1ccc(/C=C/C(=O)c2cc(Br)ccc2O)cc1OC	1	-6	2	i	1.9	-3	-11	0	2	6
Cc1ccc(C(C(=O)NCc2ccccc2)N(Cc2cccs2)C(=O)c2ccc3c(c2)OCCO3)cc1 (configuration not stated)	-31	-7	0	i	4.0	3	2	1	-5	-11
CN(C)/C=C/C(=O)c1ccccc1F	-1	-9	-1	i	-0.7	2	17	-6	-3	-2
Cc1cc(N2CC34C=CC(O3)C(C(=O)O)C4C2=O)no1 (configuration not stated)	3	-2	31	i	-2.3	-5	8	0	0	10
COc1cccc(OC)c1C(=O)N1CCN(S(=O)(=O)c2ccccc2)CC1	1	-14	-4	i	-1.2	-1	-1	1	3	4
O=C(O)C(Sc1ccncn1)c1ccccc1 (configuration not stated)	0	2	1	i	-1.7	-3	7	3	3	6
CCCNC(=O)Cn1nc(C(F)(F)F)cc1C	-1	6	6	i	-0.7	-2	2	2	2	4
CCOC(=O)C1CCN(S(=O)(=O)c2ccc(OC)c(Cl)c2Cl)CC1	7	-5	-1	i	-1.0	-9	5	-14	0	-6
COc1ccc(CN2CCN(C(=O)CC(C)C)CC2)c(OC)c1OC	3	0	-2	i	-1.5	-2	13	-2	1	-2
CCC1COCCS(=O)(=O)N1Cc1ccc(C)cc1 (configuration not stated)	0	-6	2	i	-1.5	-6	0	-5	2	7
Cc1cccc(C)c1NC(=O)C(NC(=O)c1ccccn1)c1ccccc1[N+](=O)[O-] (configuration not stated)	5	-3	-7	i	-1.3	-2	6	2	0	8
CCOC(=O)c1cc2cc(OC)ccc2n1C1CCN(C)CC1	-2	/	2	/	-1.3	-3	25	/	/	5
O=C(c1ccc2c(c1)OCO2)N1CCN(c2ncccn2)CC1	0	0	0	i	-3.3	2	-9	-1	10	-2
COCCNC(=S)Nc1ccc([N+](=O)[O-])cc1C	1	2	-9	i	-1.1	-4	3	-2	0	3
Cn1cccc1CC(=O)N/N=C/c1ccc(Cl)c([N+](=O)[O-])c1	3	-14	-21	i	-0.1	-6	10	2	-2	-6
Cc1ccc(-c2csc(NC(=O)CN3CCC(C(N)=O)CC3)n2)cc1	4	-6	-1	i	-0.3	-3	0	0	-5	-1
Nc1c(C(=O)c2ccccc2)sc2c1c(=O)[nH]c(=O)n2-c1ccccc1	1	-5	-25	i	0.1	7	17	0	-4	-18
CC1CN(CC(=O)c2c(N)n(Cc3ccccc3)c(=O)n(C)c2=O)CC(C)O1 (configuration not stated)	14	-4	2	i	-0.4	-1	17	4	7	1
COc1cc(SC)ccc1C(=O)Nc1ccc2ncccc2c1	-1	-7	-11	i	6.0	-5	-2	0	-3	13
COc1cccc(COC(=O)C2CC(=O)N(Cc3ccccc3)C2)c1OC (configuration not stated)	/	/	1	i	-2.1	1	-2	-1	5	-18
Cc1cccc(C(=O)N2CCC(=O)N([C@H](COCc3ccccc3)Cc3ccccc3)CC2)c1	2	/	-1	/	-0.5	-2	-7	/	/	-9
Cc1cnc(C(=O)N2CCCC(N3CCN(c4ccccc4F)CC3)C2)cn1 (configuration not stated)	-1	2	-1	i	-0.8	-5	3	-2	2	8
CC(C)[C@H](NC(=O)c1ccco1)C(=O)OCC(=O)Nc1ccc(Cl)c(S(=O)(=O)N(C)C)c1	3	-7	13	i	0.2	-9	-2	0	-7	-7
CN1CCN(C(=O)c2cnn(-c3ccccc3)c2NC(=O)c2ccccc2Br)CC1	-5	-18	9	i	-2.1	-8	8	0	0	-4

Fetched by compound from the entries so far, 5 records:
SMILES	MT1-MMP act inh	Scp1 inh	SUMO1 PPI mod	Rpn11 block	LMPTP block	NadD inh	SKN-1 block	STEP block	DNMT1 inh	CendR NRP1 mod
CN(C)/C=C/C(=O)c1ccccc1F	-1	-9	-1	i	-0.7	2	17	-6	-3	-2
Cc1ccc(O)c(NC(=O)c2cc(-c3ccccc3Cl)on2)c1	0	-10	-3	i	1.6	-8	6	-1	1	-3
CC(C)[C@H](NC(=O)c1ccco1)C(=O)OCC(=O)Nc1ccc(Cl)c(S(=O)(=O)N(C)C)c1	3	-7	13	i	0.2	-9	-2	0	-7	-7
COc1cccc(OC)c1C(=O)N1CCN(S(=O)(=O)c2ccccc2)CC1	1	-14	-4	i	-1.2	-1	-1	1	3	4
CCc1ccc(N2CC(C(=O)N/N=C/c3ccccc3)CC2=O)cc1 (configuration not stated)	-3	-7	-6	i	-0.1	0	15	3	4	-9

The results go on.
SMILES	MT1-MMP act inh	Scp1 inh	SUMO1 PPI mod	Rpn11 block	LMPTP block	NadD inh	SKN-1 block	STEP block	DNMT1 inh	CendR NRP1 mod
N#C/C(=C\c1ccncc1)c1ccccn1	-8	0	-15	i	-2.1	-10	-5	-1	2	2
Cc1nc(NC(=O)c2ccc(F)cc2)sc1C(=O)Nc1ccc2c(c1)CCC2	4	-7	-5	i	-0.8	-4	3	0	-4	-19
CCOC(=O)c1cc2c(=O)n3ccccc3nc2n(Cc2ccco2)c1=NC(=O)c1cccnc1	-9	15	-1	i	1.8	13	-6	6	5	-18
CCc1ccc(OCC(=O)N2CCc3ccccc32)cc1	1	-12	2	i	0.9	-6	6	2	0	1
COC(=O)c1ccc(OC(=O)N2CCOCC2)cc1	-1	1	1	i	-2.4	-1	-13	-1	-2	8
